RAD54 branch – inhibitors of human RAD54 branch migration, primary screen, biochemical, fluorescence, single point; inhibition, % at 10.4 µM; RAD54 Holliday junction branch migration, FAM/BHQ fluorescence; 360,000 tested, 0.14% active;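 active means mean normalized replicate activity at least 40 and at least half of replicates scoring 40 or more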;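 further: 0% = median of neutral control wells and 100% = median of positive control wells; inhibitors cause a drop in the FAM fluorescence signal; in these data hits start at about 50%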
Target sequence (Q92698 whole entry, looked up): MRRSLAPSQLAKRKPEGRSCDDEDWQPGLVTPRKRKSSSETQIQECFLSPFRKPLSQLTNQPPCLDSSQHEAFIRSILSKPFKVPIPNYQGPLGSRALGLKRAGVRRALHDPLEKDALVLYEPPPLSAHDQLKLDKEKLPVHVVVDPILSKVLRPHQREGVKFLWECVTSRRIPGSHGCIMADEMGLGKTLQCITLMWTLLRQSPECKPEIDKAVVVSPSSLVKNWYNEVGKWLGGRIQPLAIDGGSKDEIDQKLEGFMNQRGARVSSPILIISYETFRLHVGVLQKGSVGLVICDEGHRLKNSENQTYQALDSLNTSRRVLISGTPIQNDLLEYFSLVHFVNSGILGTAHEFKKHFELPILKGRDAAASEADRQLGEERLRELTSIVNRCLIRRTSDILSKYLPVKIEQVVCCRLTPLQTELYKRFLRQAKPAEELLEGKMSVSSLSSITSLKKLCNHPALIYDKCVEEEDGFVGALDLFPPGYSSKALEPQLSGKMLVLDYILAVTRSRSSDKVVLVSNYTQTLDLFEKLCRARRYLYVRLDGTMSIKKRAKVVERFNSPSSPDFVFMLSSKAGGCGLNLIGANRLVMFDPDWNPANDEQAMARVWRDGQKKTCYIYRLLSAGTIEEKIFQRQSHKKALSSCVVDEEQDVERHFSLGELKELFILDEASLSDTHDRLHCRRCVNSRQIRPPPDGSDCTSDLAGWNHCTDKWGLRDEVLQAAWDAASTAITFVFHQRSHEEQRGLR
* = called active by the depositor. Only part of the results is shown; the hit share may differ from the screen's.

SMILES	RAD54 branch
CCCN(CC#CCOc1ccc(OC)cc1)CCC	8
CCOC(=O)N(CC)c1ccc(C(O)(C(=O)OCC)C(F)(F)F)cc1 (stereo not given)	6
Oc1ccc(Br)cc1CN1CCN(c2ccccc2)CC1	-4
COc1cc(NC(=O)CN2C3CCC2CC(O)(c2cccnc2)C3)cc(OC)c1 (stereo not given)	-1
CCc1c(C)nc(N)nc1N1N=C1SCC(N)=O	7
CN(CC(=O)Nc1ccccc1-c1ccccc1)C1CCCCC1	-5
O=C(c1cc(=O)[nH]c2ccc(Br)cc12)N1CCC2(CC1)OCCO2	-7
COC(=O)c1ccc(COc2cc(C)cc3oc(=O)c4c(c23)CCCC4)o1	6
O=c1cccc2n1CC1CC2CN(c2ncnc3c2cnn3-c2ccc(Cl)cc2)C1 (stereo not given)	-6
Clc1ccc(C2N3CCCN23)c(Cl)c1 (stereo not given)	-1
O=C1NC(=O)C2(Cc3ccccc3N3CCCC32)C(=O)N1c1cccc(Cl)c1 (stereo not given)	5
Cc1ccc(N(C)C(=O)Oc2ccc(C(=O)c3ccc(Cl)cc3)cc2)cc1	2
COC(=O)c1ccc(-n2c(C)nc3ccccc3c2=O)cc1	2
CCCC(C)n1[nH]c(=O)c2c1NC(=O)CSC2c1ccc(OC)cc1 (stereo not given)	2
COc1cc(/C=N/NP(=S)(c2ccccc2)c2ccccc2)ccc1O	-3
CCn1cc(C(=O)N2CCC3(CC2)OCCO3)c(=O)c2cc(S(=O)(=O)N3CCCC3)ccc21	4
CN1CCC(N2CC3CC(C2)c2cccc(=O)n2C3)CC1 (stereo not given)	4
CCC(=NCCCN(CC)CC)c1c(O)n(-c2ccccc2)c(=O)[nH]c1=O	-15
Cc1cc(S(=O)(=O)NCC(C)C)ccc1OCC(=O)N1CCN(Cc2ccccc2)CC1	-1
COc1ccc(CCN(C)Cc2c(F)cccc2F)cc1OC	-1
COc1ccc(C(=O)N2CCOCC2)cc1S(=O)(=O)N1CCC(C)CC1	-10
C=CCn1c(O)c(C(CC)=NC2CC2)c(=O)[nH]c1=O	-7
COc1cc(/C=C(/C)[N+](=O)[O-])ccc1OCc1ccccc1Cl	3
Cc1cc2c(C(F)(F)F)cc(=O)oc2c2c1NCCC2	-7
CC(=O)c1ccc2c(c1)C1C(Cl)C(Sc3ccccc3[N+](=O)[O-])CC1C(c1ccccc1[N+](=O)[O-])N2 (stereo not given)	-11

A different layout for three compounds above.
compound,RAD54 branch
COc1cc(/C=C(/C)[N+](=O)[O-])ccc1OCc1ccccc1Cl,3
O=C(c1cc(=O)[nH]c2ccc(Br)cc12)N1CCC2(CC1)OCCO2,-7
C=CCn1c(O)c(C(CC)=NC2CC2)c(=O)[nH]c1=O,-7

Remaining list, next part.
SMILES	RAD54 branch
CCOC(=O)c1c(C)n(Cc2ccccc2)c2ccc(OCC(O)Cn3nc(C)cc3C)cc12 (stereo not given)	0
CN(C)C1=NP(N(C)C)(N(C)C)=NC(c2ccccc2)=N1	-4
CCOc1ccc(-n2c(O)c(C=NCCN3CCNCC3)c(=O)[nH]c2=O)cc1	5
Oc1c(Br)c(Br)c(Br)c(Br)c1Br	2
COc1ccc2c(c1OC)CN1CCc3cc4c(cc3[C@H]1C2)OCO4	36
C/C1=C\[C@@H](C)C/C=C/[C@H]2[C@@H]3O[C@]3(C)[C@@H](C)[C@H]3[C@H](Cc4c[nH]c5ccccc45)NC(=O)[C@]32C(=O)/C=C/C(=O)[C@@H]1O	4
CC(=C1C(=O)c2ccccc2C1=O)N1CCN(CCN=Cc2c(O)n(C)c(=O)n(C)c2=O)CC1	-10
CCCC1COC(Cn2cncn2)(c2ccc(Cl)cc2Cl)O1 (stereo not given)	1
O=C(Cn1cc(C(=O)c2ccccc2)c2ccccc21)NCc1ccco1	-28
CN1CCN(c2ccccc2N)CC1	4
CCOC(=O)CC1=C(C(=O)OCC)C2(C(=O)N1)C(C(=O)OC)=C(N)Oc1ccccc12 (stereo not given)	1
COC(=O)C1=C(c2ccc(F)cc2F)C[C@@H]2CC[C@H]1N2C(=O)NCCOc1ccccc1Cl	-4
CN(C)CCCN=Cc1c(O)n(CCc2ccc(F)cc2)c(=O)[nH]c1=O	-4
CCC(=NCc1ccc2c(c1)OCO2)c1c(O)n(C)c(=O)n(C)c1=O	3
Cc1cc(C)c(NC2=NCCCS2)c(C)c1	3
CC1SC2(CN3CCC2CC3)NC1=O (stereo not given)	-6
CCCCCCOC(=O)c1ccccc1N	-5
O=C(Cc1ccccc1)N1CCN(Cc2cccnc2)CC1	2
COC(=O)CC1NC2CCCCC2NC1=O (stereo not given)	15
CCCCn1c(O)c(C(C)=NC(C)c2ccccc2)c(=O)[nH]c1=O (stereo not given)	10
Cc1cc(C)nc(NC2=NCCS2)n1	0
NC(=O)CN1C2CCC1CC(NC(=O)C1CC1)C2 (stereo not given)	-3
COc1ccc(C2SCC(=O)Nc3c2c(C)nn3C2CCOC(C)(C)C2)cc1OC (stereo not given)	2
CN1CCN(Cc2ccccc2C(F)(F)F)CC1	-13
ClC1=CCC2CN(CCN3CCCCC3)CC2C1 (stereo not given)	-8

Overlap with the part before: 2 entries, then new ones.
SMILES	RAD54 branch
CN1CCN(Cc2ccccc2C(F)(F)F)CC1	-13
ClC1=CCC2CN(CCN3CCCCC3)CC2C1 (stereo not given)	-8
O[C@H]1C2CCC1C(N1CCCCC1)CC2 (stereo not given in full)	-2
CCCN1CCC2(CC1)NC(CO)(CO)CO2	-22
CC(=O)Nc1ccc(OC(=O)N(C)C)cc1	7
COc1cccc(-n2c(-c3ccoc3)nc3ccccc3c2=O)c1	5
CC1CN=C(Nc2cccc3ccccc23)S1 (stereo not given)	-1
CN(C)C(=O)Oc1cccc(NC(=O)N2CCOCC2)c1	-4
CCOc1ccc(-n2c(O)c(C=NCCCn3ccnc3)c(=O)[nH]c2=O)cc1	-4
CCOC(=O)CCN=Cc1c(O)n(-c2ccc(Br)cc2)c(=O)[nH]c1=O	5
Cc1cccc(-c2nc3ccccc3c(=O)n2-n2cccc2)c1	3
CC(=O)c1c(C)[nH]c(C(=O)N2CCC3(CC2)OCCO3)c1C	-1
NC(=O)c1c(NC(=O)c2ccc(S(=O)(=O)N(CCCl)CCCl)cc2)sc2c1CCCCC2	-2
CC(C)c1ccc(N2C(=O)NC(=O)/C(=C\c3cnc(-c4ccccc4)nc3)C2=O)cc1	-50
CN1CCN(c2c[nH]c(=O)[nH]c2=O)CC1	-1
CCC(NC(=O)OC(C)(C)C)C(=O)Oc1cc(C)cc2oc(=O)c3c(c12)CCC3 (stereo not given)	-12
CN1CCN(Cc2ccc(Br)s2)CC1	4
Cc1ccc(CN2CCN(C)CC2)c(C)c1	-10
Cc1cc(C)nc(/N=C(\N)c2c(O)[nH]c(=O)[nH]c2=O)n1	-4
COc1ccc(-n2c(C)nc3cc(C(=O)N4CCC5(CC4)OCCO5)ccc32)cc1	1
COc1ccc(OC)c(-n2c(O)c(C=NCc3ccc4c(c3)OCO4)c(=O)[nH]c2=O)c1	2
C=CCn1c(O)c(C(CC)=NCc2cc(OC)cc(OC)c2)c(=O)[nH]c1=O	1
O=C1NC(=O)C2(Cc3ccccc3N3CCCC32)C(=O)N1Cc1ccccc1 (stereo not given)	-11
c1cc2c(cc1CN1CCNCC1)OCO2	2
Clc1ccc2c(c1)C(c1ccccc1Cl)=NCc1nnc(Br)n1-2	1
Cc1cccnc1-n1c(C)nc2ccccc2c1=O	9
CCOC(=O)c1ccc(NC(=O)c2c(O)[nH]c(=O)[nH]c2=O)cc1	-1

A stretch taken from the entries so far, for reference:
SMILES	RAD54 branch
Cc1cccc(-c2nc3ccccc3c(=O)n2-n2cccc2)c1	3
CC(=O)c1c(C)[nH]c(C(=O)N2CCC3(CC2)OCCO3)c1C	-1
NC(=O)c1c(NC(=O)c2ccc(S(=O)(=O)N(CCCl)CCCl)cc2)sc2c1CCCCC2	-2
CC(C)c1ccc(N2C(=O)NC(=O)/C(=C\c3cnc(-c4ccccc4)nc3)C2=O)cc1	-50

An excerpt of these results, bar-delimited:
canonical_smiles | RAD54 branch
ClC1=CCC2CN(CCN3CCCCC3)CC2C1 (stereo not given) | -8
O[C@H]1C2CCC1C(N1CCCCC1)CC2 (stereo not given in full) | -2
CCCN1CCC2(CC1)NC(CO)(CO)CO2 | -22
CC(=O)Nc1ccc(OC(=O)N(C)C)cc1 | 7
COc1cccc(-n2c(-c3ccoc3)nc3ccccc3c2=O)c1 | 5
CC1CN=C(Nc2cccc3ccccc23)S1 (stereo not given) | -1

The list continues:
SMILES	RAD54 branch
CCC(=O)Nc1cc(C(=O)N2CCC3(CC2)OCCO3)ccc1S(=O)(=O)c1ccc(C)cc1	-2
CCOc1ccc(-n2c(O)c(C=Nc3ccc(N(CC)CC)cc3)c(=O)[nH]c2=O)cc1	-9
O=C(CN1CCOCC1)NCC(=O)Nc1ccc(Br)cc1C(=O)c1ccccc1	5
CC1CN(O)C2CCc3c(no[n+]3[O-])C12O (stereo not given)	1
CC1(C)C(C(=O)NN2C(=O)c3ccccc3C2=O)C1(C)C	-4
COC(=O)C1=C(N)OC(C)=C(C(C)=O)C12C(=O)N(C)c1ccccc12 (stereo not given)	-3
CCN1CCN(C(=O)Cc2coc3cc(C)cc(C)c23)CC1	1
CCOC(C(=O)OCC(O)CN(CC)CC)(c1ccccc1)c1ccccc1 (stereo not given)	10
CCN(N=Nc1nonc1OC)c1nonc1OC	-27
CCOC(=O)c1c(C)c(P(=S)(N2CCOCC2)N2CCOCC2)n(C)c1C	-5
O=P(c1ccccc1)(c1nc2ccccc2s1)N1CCOCC1 (stereo not given)	10
CC(N)Cc1c[nH]c2ccc(Cl)cc12 (stereo not given)	12
CCOc1ccccc1N1C(=O)NC(=O)C(CCc2ccncc2)(CCc2ccncc2)C1=O	-3
O=C1NC(=O)[C@]2(Cc3ccccc3N3CCN(c4ccccc4)CC32)C(=O)N1c1ccccc1 (stereo not given in full)	-2
COC(=O)C(O)(c1ccc(N(C)S(=O)(=O)c2ccccc2)cc1)C(F)(F)F (stereo not given)	-5
COC[C@]12CN(C)C3C4[C@H](OC)[C@H]1C3([C@@H](OC)C[C@H]2O)[C@@H]1C[C@@]2(O)[C@H](OC(=O)c3ccccc3)[C@@H]1[C@]4(OC(C)=O)[C@@H](O)[C@@H]2OC	2
O=C(c1ccccc1)c1cn(CC(=O)N2CCCc3ccccc32)c2ccccc12	4
CCOC(=O)c1c(-n2c(C)cc(C=C3C(=O)NC(=O)NC3=O)c2C)sc2c1CCCC2	-3
CC(Cc1ccccc1Sc1ccccc1O)N(C)C (stereo not given)	-3
CCN1CC2(COC(=O)c3ccccc3N)CCC(OC)C34C5CC6C(OC)CC(O)(C5C6OC)C(O)(C(OC)C23)C14 (stereo not given)	-1
Cc1ccccc1C1=NCC(=S)Nc2ccc(Cl)cc21	-3
c1ccc(C(OCCN2CCNCC2)c2ccccc2)cc1	15
COC(=NC1CCCCC1)C(O)c1c[nH]c2ccccc12 (stereo not given)	15
CCCCCCn1c(O)c(C(C)=NC)c(=O)[nH]c1=O	4
O=C(c1cccs1)N1C2CCC1CC(O)(c1cccnc1)C2 (stereo not given)	-4

(more compounds)
SMILES	RAD54 branch
CCN(CC)CCNCC(=O)Nc1ccc(Cl)cc1C(=O)c1ccccc1	-2
COc1ccc(C(CC(=O)N2CCC3(CC2)OCCO3)NS(=O)(=O)c2ccc(F)cc2)cc1 (stereo not given)	3
CCOC(=O)c1nc2ccccc2c(=O)n1-c1cccc(C)c1	1
CC(=O)O[C@H]1[C@H]2O[C@]23[C@@H]2CC[C@]4(O)C[C@@H](O)CC[C@]4(C)C2CC[C@]3(C)[C@H]1c1ccc(=O)oc1 (stereo not given in full)	5
Clc1ccccc1Nc1ncnc(-n2cccc2)n1	-5
CC(C)CC12CN3CCN(CC(C3)/C1=N/O)C2	-1
C=C(C=O)CC1CC(O)[C@]2(C)OC3CC4OC5C[C@]6(C)O[C@]7(C)CCC8OC9C[C@]%10(C)OC%11C(C)=CC(=O)OC%11CC%10OC9C[C@@H](C)C8OC7CC6O[C@]5(C)CC5OC5C4OC3CC2O1 (stereo not given in full)	-5
CC(c1ccccc1F)n1cc(C(=O)Nc2ccc3nc[nH]c3c2)nn1 (stereo not given)	5
COc1ccc(CCNC(=O)c2c(N)n(CCN3CCOCC3)c3nc4ccccc4nc23)cc1	-5
C=CCn1c(O)c(C(CC)=Nc2cc(OC)ccc2OC)c(=O)[nH]c1=O	-8
O=C1NC(=O)C(=Cc2cn(CCOc3ccc4c(c3)OCO4)c3ccccc23)C(=O)N1	-11
CCN1CCN(C(=O)COc2cc(=O)n(CC)c3ccccc23)CC1	-5
CCC(=NCCc1ccccc1)c1c(O)n(C2CCCCC2)c(=O)[nH]c1=O	5
CCCCCCn1c(O)c(C=Nc2c(C)n(C)n(-c3ccccc3)c2=O)c(=O)[nH]c1=O	0
COC(=O)N(c1ccccc1)P1(=S)OCCO1	-12
CC[C@H]1CC2CN3CCc4c([nH]c5ccccc45)C(C(=O)OC)(C2)C13 (stereo not given in full)	-1
CC1=CC(=C2C(=O)NC(=O)NC2=O)C=C(C(F)(F)F)N1C(C)C	7
O=C(C1CC(=O)N(c2ccc(F)c(Cl)c2)C1)N1CCC2(CC1)OCCO2 (stereo not given)	-7
O=C1NC(=O)N(Cc2ccco2)C(=O)/C1=C/c1ccc(-c2cccc([N+](=O)[O-])c2)o1	0
CCC(=NCC1CCCO1)c1c(O)n(Cc2ccccc2)c(=O)[nH]c1=O (stereo not given)	-3
O=C(Cn1ncc2c3ccccc3n(Cc3ccc(F)cc3)c2c1=O)N1CCC2(CC1)OCCO2	3
CC(=O)c1c(O)n(C)c(=S)n(-c2ccccc2)c1=O	-9
COc1ccccc1CN1CCN(C(=O)Cc2ccccc2)CC1	2
COC(=O)C1=C(c2ccc3ccccc3c2)C[C@@H]2CC[C@H]1N2C(=O)NC1CCCCC1	1
